Bioassay records from PubChem.
Rab2 wt GTP: modulators of GTP binding to Rab2A wildtype, primary screen, biochemical, dog, bead-based flow cytometry, multiplex | GTP binding activity, % at 10 µM | GST-Rab2 wt beads, Bodipy-GTP binding | 190,000 tested, 0.19% active | AID 760, 2007;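 active means GTP binding activity at least 20 points away from 100%, either lowered or raised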;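 further: 0% = beads with excess unlabeled GTP and 100% = no-compound control corrected for plate trend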
ABCG2 inh: ABCG2 efflux pump inhibitors, primary screen, multiplex with ABCB1, IgMXP3 cells, flow cytometry. inhibition, % at 6.6 µM. JC-1 efflux. 190,000 tested, 0.1% active;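 active means inhibition above 80%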;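 further: 0% = DMSO and 100% = nicardipine control wells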
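material = IgMXP3 (ABCG2) plus far-red-tagged CCRF-Adr (ABCB1) cells | amount = 3 million cells/mL, equal mix of both lines | also added = JC-1 transporter substrate | dosing = one concentration, 6.6 µM final | schedule = 10 min at 25 °C | measured by = flow cytometric JC-1 green MFI at 530 nm | read-out basis = percent efflux inhibition, scaled nicardipine 100% to DMSO 0%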
Pf gamet viab: late stage P. falciparum gametocyte viability inhibitors, primary screen, ATP luminescence, HTS; 150,000 tested, 0.065% active; inhibition, % at 10.9 µM; P. falciparum stage V gametocytes, 24 h;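 active means inhibition above the mean plus 3 SD of compounds within the control limits, set per campaign, cut at about 38% in these data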;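 further: 0% = DMSO wells and 100% = medium only without gametocytes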
Avidin bead fluor: green autofluorescence of compounds with avidin beads – biophysical, 488/530 nm, flow cytometry, artefact control, profiling panel; compound fluorescence 488/530 nm; stronger effect = higher value; fluorescence (KMESF) at 10 µM; 220,000 tested, 0.38% active; AID 1775, 2009; in the data active means fluorescence above about 47; further: inactives centre near 10
Cdc42 wt: modulators of GTP binding to wildtype Cdc42, primary screen, biochemical, multiplex bead flow cytometry, Bodipy-GTP | GST-Cdc42 beads; actives lie on both sides | percent activity (GTP binding), % at 10 µM | Cell division control protein 42 homolog (Homo sapiens), P60953 | 190,000 tested, 0.2% active;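 active means percent activity GTP binding at least 20 points away from the 100% baseline, either down as inhibitor or up as activator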;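 further: median bead fluorescence of bound Bodipy-FL-GTP at 100 nM; 0% = excess unlabeled GTP control and 100% = no compound control; below 100% means less GTP binding so inhibitor and above means activator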
Target sequence (P60953 whole entry, looked up): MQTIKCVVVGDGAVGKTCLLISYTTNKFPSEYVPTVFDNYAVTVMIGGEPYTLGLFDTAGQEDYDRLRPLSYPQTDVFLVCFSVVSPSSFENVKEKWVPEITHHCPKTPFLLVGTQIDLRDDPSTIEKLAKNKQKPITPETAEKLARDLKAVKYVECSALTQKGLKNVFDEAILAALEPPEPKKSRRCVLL
HRas wt GTP: modulators of GTP binding to HRas wildtype, primary screen, biochemical, bead-based flow cytometry, multiplex | GTPase HRas (Homo sapiens), P01112 | GST-Ras wt beads, Bodipy-FL-GTP binding; actives lie on both sides | GTP binding activity, % at 10 µM | 190,000 tested, 0.14% active;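 active means GTP binding activity at least 20% away from the 100% baseline, either lowered as inhibitor or raised as activator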;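 further: 0% = unlabeled GTP competition control and 100% = no-compound control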
Target sequence (P01112 whole entry, looked up): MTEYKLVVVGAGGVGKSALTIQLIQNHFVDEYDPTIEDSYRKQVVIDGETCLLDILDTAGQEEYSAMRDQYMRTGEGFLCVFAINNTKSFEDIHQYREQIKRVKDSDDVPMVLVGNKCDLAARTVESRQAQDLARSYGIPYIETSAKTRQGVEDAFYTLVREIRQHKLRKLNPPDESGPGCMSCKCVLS
Rac1 wt GTP bind: wildtype Rac1 GTP binding modulators, primary screen, biochemical, GST-Rac1 beads, flow cytometry, multiplex; GTP binding activity (% of control), % at 10 µM; fluorescent GTP binding; actives lie on both sides; 0 = cold GTP competed, 100 = untreated; AID 757, 2007; 190,000 tested, 0.27% active;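 active means GTP binding activity at least 20 points away from the 100% control level, either lower or higher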
Rac1 act GTP bind: GTP binding modulators of activated mutant Rac1, primary screen, biochemical, bead-based flow cytometry, multiplex, fluorescent GTP | GST-Rac1 activated beads; actives lie on both sides; 100% means binding = to untreated wells | percent activity (GTP binding), % at 10 µM | 190,000 tested, 0.11% active | Ras-related C3 botulinum toxin substrate 1 (Homo sapiens), P63000;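 active means GTP binding at least 20 percentage points away from the 100% baseline, in either direction, so actives lie on both sides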
ABCB1 block: ABCB1 efflux pump inhibitors, primary screen, cell-based, multiplex, flow cytometry, ABCG2 counter-screen. ATP-dependent translocase ABCB1 (Homo sapiens), P08183. inhibition, % at 6.6 µM. CCRF-Adr cells, JC-1 efflux. 190,000 tested, 0.067% active; in the data active means inhibition above about 40%;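 further: 0% = vehicle and 100% = reference inhibitor; higher value means more JC-1 retained so stronger ABCB1 efflux block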
Rab7 wt modul: modulators of GTP binding to Rab7, primary screen, biochemical, wildtype, multiplex bead flow cytometry; Rab7 GTPase wild type (dog), Bodipy-FL-GTP binding; GST-Rab7 beads, fluorescent GTP binding; actives lie on both sides; untreated = 100%, excess cold GTP = 0%; GTP binding activity (percent of control), % at 10 µM; 190,000 tested, 0.055% active; AID 758, 2007;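 active means fluorescent GTP binding to Rab7 beads changed by at least 20 points from the 100% baseline, either direction, mostly lower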;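 further: median green fluorescence of bound Bodipy-FL-GTP per Rab7 bead population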
Mcl1-Noxa inh: Mcl-1/Noxa binding inhibitors, primary screen, biochemical, TR-FRET, 1536-well; Induced myeloid leukemia cell differentiation protein Mcl-1 (Homo sapiens), Q07820; TR-FRET Mcl-1/Noxa peptide binding, 2 h; inhibition, % at 21.7 µM; 220,000 tested, 1.5% active; AID 1022, 2008;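 active means compounds that cut the protein-peptide binding signal by more than 50% relative to plate controls in a single-dose test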;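 further: His-tagged Mcl-1 with rhodamine Noxa BH3 peptide and terbium anti-His antibody; 0% = Mcl-1 plus Noxa peptide wells and 100% = peptide-only wells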
An asterisk follows results filed as active; · = no result given.

SMILES	Rab2 wt GTP	ABCG2 inh	Pf gamet viab	Avidin bead fluor	Cdc42 wt	HRas wt GTP	Rac1 wt GTP bind	Rac1 act GTP bind	ABCB1 block	Rab7 wt modul	Mcl1-Noxa inh
Cc1ccc([N+](=O)[O-])cc1N/C=C/C(=O)c1ccco1	96	3	5	11	95	97	95	94	0.4	95	2
O=C(/C=C/c1ccc(Br)cc1)c1ccco1	99	12	4	9	100	100	105	97	0.5	98	21
Cc1ccc2[nH]c(=O)c(-c3nc4ccccn4c3NCc3ccco3)cc2c1	99	2	-27	30	99	96	101	96	0.8	97	14
CN(C)c1ccc(C(CNC(=O)c2ccc(F)cc2)c2c[nH]c3ccccc23)cc1 (centres undefined)	98	8	·	11	97	101	102	99	1.0	98	76*
CCOc1ccc(NC(=O)CC2C(=O)N(c3ccc(OC)cc3)C(=O)N2CCc2cccs2)cc1 (centres undefined)	100	5	6	5	101	101	104	98	1.2	105	14
C=CCN1C(=O)C(Cc2ccccc2)SC1=Nc1ccc(C(=O)O)cc1 (centres undefined)	100	8	8	14	100	102	105	98	-0.2	103	17
COC(=O)C1=C(C)N(C)C(C)=C(C(=O)OC)C1c1ccccn1	95	1	19	11	96	98	95	93	0.6	95	0
Cc1ccc(SCc2[nH]nc3c2C(c2ccco2)C(C#N)=C(N)O3)cc1 (centres undefined)	103	1	·	11	102	104	101	100	0.3	102	-22
Cc1ccc(C)c(NC(=O)Cn2nc(C(F)(F)F)cc2C2CC2)c1	102	-1	·	12	103	101	105	100	-0.3	103	-2
Cc1ncc2c(c1OC(=O)c1ccc([N+](=O)[O-])cc1)COC(C)(C)OC2	104	0	·	13	106	105	103	102	0.0	99	11
CCOc1ccc(-c2n[nH]c(C)c2Oc2ccc(OC)cc2)c(O)c1	102	2	·	7	102	103	109	102	0.4	99	30
COc1ccc(Cn2c(=S)[nH]c3cc(OC)c(OC)cc3c2=O)cc1	93	-2	21	14	94	93	92	93	0.2	98	16
CC1CCc2c(sc3nc(CN4CCOCC4)nc(Sc4ccccc4)c23)C1 (centres undefined)	99	-3	·	3	99	101	103	98	0.7	101	3
Cc1c(NC(=O)Nc2ccc(Cl)cc2)c(=O)n(-c2ccccc2)n1C	98	2	·	8	100	99	101	99	0.5	98	24
COc1ccc(C2(CNC(=O)c3ccc(OCC(C)C)cc3)CCOCC2)cc1	101	17	10	11	104	103	105	100	1.2	103	-1
O=C(CCCCCCN1C(=O)c2ccccc2C1=O)N1CCC(c2ccccc2)C1 (centres undefined)	95	1	-4	19	101	98	99	99	0.8	93	0
COc1ccc(Nc2ncc(C(=O)O)c3ccccc23)cc1	102	2	11	21	99	99	97	95	0.8	106	19
Cc1cc(C)nc(SCC(=O)Nc2nonc2N)n1	96	13	0	6	97	97	99	96	2.5	98	5
CN(Cc1cccs1)c1nc(-c2cccnc2)nc2ccccc12	96	7	-2	25	93	97	95	94	1.5	101	3
O=C1C(=O)N(CCN2CCOCC2)C(c2cccnc2)/C1=C(/O)c1ccccc1 (centres undefined)	95	-2	·	7	97	92	92	94	-0.9	95	14

Taken from the results shown, 5 compounds:
SMILES	Rab2 wt GTP	ABCG2 inh	Pf gamet viab	Avidin bead fluor	Cdc42 wt	HRas wt GTP	Rac1 wt GTP bind	Rac1 act GTP bind	ABCB1 block	Rab7 wt modul	Mcl1-Noxa inh
O=C(CCCCCCN1C(=O)c2ccccc2C1=O)N1CCC(c2ccccc2)C1 (centres undefined)	95	1	-4	19	101	98	99	99	0.8	93	0
COc1ccc(Nc2ncc(C(=O)O)c3ccccc23)cc1	102	2	11	21	99	99	97	95	0.8	106	19
Cc1cc(C)nc(SCC(=O)Nc2nonc2N)n1	96	13	0	6	97	97	99	96	2.5	98	5
CN(Cc1cccs1)c1nc(-c2cccnc2)nc2ccccc12	96	7	-2	25	93	97	95	94	1.5	101	3
O=C1C(=O)N(CCN2CCOCC2)C(c2cccnc2)/C1=C(/O)c1ccccc1 (centres undefined)	95	-2	·	7	97	92	92	94	-0.9	95	14

Going on with the list.
SMILES	Rab2 wt GTP	ABCG2 inh	Pf gamet viab	Avidin bead fluor	Cdc42 wt	HRas wt GTP	Rac1 wt GTP bind	Rac1 act GTP bind	ABCB1 block	Rab7 wt modul	Mcl1-Noxa inh
COc1ccc(CC(=O)OCC(=O)NCCc2ccccc2)cc1OC	98	14	-18	9	99	99	104	100	0.3	101	11
CCCOC(=O)c1ccc(NC(=O)c2ccccc2[N+](=O)[O-])cc1	96	1	-23	10	98	96	100	98	0.2	98	-1
O=C(Cc1ccccc1)NN1C(=O)C2C3C=CC(C4CC34)C2C1=O (centres undefined)	96	-1	·	2	99	101	105	99	-0.1	100	5
CCn1c(=O)c(C(C)=O)nc2ccccc21	99	5	11	18	101	99	101	98	1.5	97	-13
